Gli-Sufu block – antagonists of Gli-Sufu signaling. inhibition, % at 5 µM. actives 0.74% (n = 340,000). Sufu-KO-LIGHT fibroblasts, Gli luciferase reporter luminescence. AID 588413;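 active = inhibition above about 55%, limit read from the data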;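 also: 0% = DMSO-treated cells and 100% = wells with medium but no cells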
CXCR6 block – CXCR6 (human) receptor inhibition; O00574; actives 0.36% (n = 360,000); inhibition, % at 20 µM; CHO-K1 PathHunter CXCR6 beta-arrestin, luminescence; in the data active = inhibition above about 34%, passing the limit was not always enough;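 also: antagonist mode with CXCL16 agonist at 10 nM final; 0% = 10 nM CXCL16 with DMSO and 100% = unstimulated wells without agonist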
APJ agonist – APJ receptor agonism; AID 2520; P35414; actives 0.11% (n = 330,000); activation, % at 20 µM; CHO-K1 APJ PathHunter beta-arrestin, luminescence; 0% DMSO wells, 100% apelin;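 active = activation more than six SD over the plate average, tested at 20 µM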;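 also: 0% = DMSO alone and 100% = apelin-13 at 10 nM; some results filed as inactive read as strong as hits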
Target sequence (P35414 whole entry, looked up): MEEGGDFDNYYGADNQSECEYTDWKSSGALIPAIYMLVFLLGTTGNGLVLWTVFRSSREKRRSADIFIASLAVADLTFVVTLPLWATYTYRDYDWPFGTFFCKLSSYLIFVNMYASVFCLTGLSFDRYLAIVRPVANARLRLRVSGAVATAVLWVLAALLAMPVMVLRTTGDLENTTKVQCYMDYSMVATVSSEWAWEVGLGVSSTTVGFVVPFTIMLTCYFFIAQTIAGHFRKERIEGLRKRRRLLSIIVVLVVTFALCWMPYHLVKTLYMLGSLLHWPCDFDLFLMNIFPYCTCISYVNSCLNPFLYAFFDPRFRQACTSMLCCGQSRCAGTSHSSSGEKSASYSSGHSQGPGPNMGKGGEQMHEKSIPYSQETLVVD
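Assay system: CHO-K1 cells stably expressing ProLink-tagged human APJ and arrestin–beta-gal acceptor. Compound dosing: 20 µM single point, 1% DMSO. Times: 16-18 h seeding, 90 min dark compound exposure, 60 min detection. Detection: beta-gal luminescence. Evaluation: APJ–arrestin association signal. Controls: negative DMSO alone, positive Apelin-13 at 10 nM.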
CCR6 antagonist – blocks CCL20-driven beta-arrestin recruitment at human CCR6. actives 0.49% (n = 340,000). CHO-K1 CCR6 PathHunter beta-arrestin, luminescence, CCL20-stimulated. inhibition, % at 20 µM;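 active = compounds whose inhibition of the agonist-driven luminescence signal at 20 µM reaches about 50%, limit read from the data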;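 also: cells stimulated with CCL20 at 14 nM final; plate controls were DMSO with CCL20 for no effect and DMSO without agonist for full effect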
ATG4B inhibitor – blocks human ATG4B protease cleavage of LC3 substrate; Q9Y4P1; ATG4B cleavage of LC3-PLA2, NBD-HPC fluorescence, 1 h; inhibition, % at 8.33 µM; actives 0.51% (n = 340,000); in the data active = inhibition above about 40%
Target sequence (Q9Y4P1 whole entry, looked up): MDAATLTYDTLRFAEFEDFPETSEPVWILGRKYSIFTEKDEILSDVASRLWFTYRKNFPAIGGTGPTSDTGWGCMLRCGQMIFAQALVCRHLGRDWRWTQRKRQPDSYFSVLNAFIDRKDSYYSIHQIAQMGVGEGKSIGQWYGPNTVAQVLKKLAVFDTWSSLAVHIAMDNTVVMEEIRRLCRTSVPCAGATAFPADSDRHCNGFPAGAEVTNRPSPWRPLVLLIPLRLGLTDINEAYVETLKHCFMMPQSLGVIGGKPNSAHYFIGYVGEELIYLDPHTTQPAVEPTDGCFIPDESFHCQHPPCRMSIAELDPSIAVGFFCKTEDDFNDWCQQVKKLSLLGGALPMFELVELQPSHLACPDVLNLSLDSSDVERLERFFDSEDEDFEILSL
UBC13 inh – blocks human UBC13 polyubiquitin chain formation; actives 0.47% (n = 330,000); inhibition, % at 20 µM; TR-FRET; in the data active = inhibition above about 45%, passing the limit was not always enough
Target sequence (P61088 whole entry, looked up): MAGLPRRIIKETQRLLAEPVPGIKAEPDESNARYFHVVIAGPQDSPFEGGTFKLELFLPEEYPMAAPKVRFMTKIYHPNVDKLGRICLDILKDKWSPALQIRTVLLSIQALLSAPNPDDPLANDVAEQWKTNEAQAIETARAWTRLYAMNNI
EBI2 block – blocks human EBI2 receptor beta-arrestin signaling; EBI2 beta-arrestin recruitment, luminescence, 7a,25-OHC stimulated; inhibition, % at 5 µM; actives 0.81% (n = 360,000); P32249; in the data active = inhibition above about 38%;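 also: enzyme fragment complementation signal reports receptor beta-arrestin coupling in cells; 0% = agonist plus DMSO wells and 100% = wells without agonist; some results beyond the cut were filed as inactive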
APJ antag – antagonists of human APJ apelin receptor; P35414; CHO-K1 APJ beta-arrestin complementation, luminescence; inhibition, % at 20 µM; actives 0.32% (n = 330,000);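 active = inhibition above about 40% at 20 µM, limit read from the data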;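 also: cells challenged with 10 nM apelin-13 agonist together with compound; plate controls were apelin-13 plus DMSO wells for no effect and DMSO wells lacking apelin-13 for full effect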
Starred values were filed as active, the others as inactive; nt = no result given.

SMILES	Gli-Sufu block	CXCR6 block	APJ agonist	CCR6 antagonist	ATG4B inhibitor	UBC13 inh	EBI2 block	APJ antag
COc1ccc(CNC(=O)c2cc(=O)c3cc(C)ccc3o2)cc1	-2	-13	0	-11	-5	6	23	-9
O=C(Nc1ccc(Cl)cc1Cl)C1CCC(=O)N1Cc1ccccc1Cl (configuration not stated)	3	6	-4	9	-8	2	-1	12
Cc1ccc2[nH]c(CNC(=O)C3CCCCC3)cc2c1	-9	7	0	-2	-4	4	21	0
Cc1sc2ccccc2[n+]1CCC(C)S(=O)(=O)[O-] (configuration not stated)	-1	5	-4	-9	-13	2	1	13
Cc1cccc(Cn2c(C)c(C)c3cc(C(=O)NCCN4CCOCC4)ccc32)c1	19	2	0	8	-8	7	-10	2
COCCCN1C(=O)c2ccc(C(=O)OCC(=O)N(C)c3ccccc3)cc2C1=O	2	8	-2	11	0	4	3	7
CC(C)(C)c1cc(/C=C2\NC(=O)NC2=O)cc(C(C)(C)C)c1O	-2	-13	3	4	-8	-2	-5	-27
Cc1ccc2cc(C#N)c(N3CCN(C(=O)c4cccs4)CC3)nc2c1	30	-18	8	-13	2	8	-2	-16
O=C(CN1C(=O)C2CC=CCC2C1=O)Nc1ccc(F)cc1F (configuration not stated)	-4	-2	-5	11	7	15	7	-2
COc1ccc(NC(=O)[C@@H](NC(=O)c2ccccc2F)C(C)C)cc1S(=O)(=O)N1CCOCC1	2	-1	0	-13	-5	2	-5	-7
COc1ccc(C2=CC(=O)CC(c3ccc(OC)cc3)C2)cc1 (configuration not stated)	-39	-1	-4	24	3	-7	51*	11
O=C(Cc1ccccc1Cl)N1CCOCC1	-5	3	1	4	7	1	12	24
CC(C)C(c1nnnn1Cc1ccccc1)N(CCCO)Cc1cc2cc3c(cc2[nH]c1=O)OCO3 (configuration not stated)	-4	0	-1	8	-12	-7	2	11
Cc1c(NC(=O)c2ccc(Cl)c(S(=O)(=O)N3CCCCC3)c2)c(=O)n(-c2ccccc2)n1C	4	-4	-1	9	8	1	-8	-6
C=Cn1ccnc1P(=S)(c1ccc2c(c1)c1ccccc1n2CC)c1nccn1C=C	-2	-6	0	-21	-6	-6	20	-3
COCCCNC(=O)c1c(N)n(-c2ccccc2)c2nc3ccccc3nc12	7	-14	1	-9	1	-27	10	-5
Cc1ccc(NC(=O)C(C)NC(=O)OCc2ccccc2)cc1C (configuration not stated)	-4	3	-4	13	-8	-15	-4	-8
CCc1cc2c(COC(=O)c3cc(S(=O)(=O)N4CCOCC4)ccc3F)cc(=O)oc2cc1O	9	-8	-1	14	-9	-23	3	-29
COC(=O)c1ccc(NC(CC(C)C)C(=O)OC)c([N+](=O)[O-])c1 (configuration not stated)	9	-6	-5	14	-7	-10	4	10
Cc1ccc(OCc2cc(C(=O)N3CCCC3)no2)cn1	-50	-1	0	-8	5	-7	2	11
CSc1ccc(/C=N/n2c(COc3ccccc3)n[nH]c2=S)cc1	0	11	-5	12	3	-1	-10	21
O=C(N/N=C/c1ccc(OCc2ccccc2)cc1)c1ccco1	-44	-6	-1	0	-1	-4	8	-13
O=C(CCn1c(=O)[nH]c2ccsc2c1=O)NCc1ccc(F)cc1	5	-3	-2	-4	-6	5	-12	-4
CCCNC(=S)NNC(=O)c1cccs1	5	-4	1	3	-12	7	2	6
CC(=O)Nc1ccc(S(=O)(=O)NCCSCc2cccc(Cl)c2)cc1	8	-10	-1	-2	-10	-7	-10	3
COc1ccccc1-c1ccc(Nc2ccc(C(=O)N3CCOCC3)cc2)nn1	-12	-8	3	5	6	-4	-19	-1
O=C(O)[C@@H]1CCCN1c1ncnc2sc3c(c12)CCC3	5	-9	-6	4	6	-8	-10	-2
O=C1CC(c2ccc(S(=O)(=O)NCCOc3ccccc3)cc2)CN1 (configuration not stated)	-18	2	-7	-7	-6	4	0	-10
Cc1nc(Cl)c(C(=O)NC(C)(C)C)c(C)c1Cl	0	-3	-1	-2	-3	2	-7	17
CN1CCN(C(N)=NC(=O)c2ccccc2)CC1	-6	-6	3	5	1	5	1	-7
CC(C)N(C(=O)CN1CCN(S(=O)(=O)c2ccc(Br)s2)CC1)C(C)C	-2	-3	-2	2	2	1	-2	-2
CCc1cc2c(=O)c(-c3nc4ccccc4n3C)coc2c(CN2CCN(C)CC2)c1O	5	-6	-5	6	6	2	8	5
O=c1c(C/C=C/c2ccccc2)c(O)ccn1Cc1cccc(Cl)c1	1	-6	-3	-4	-9	7	-3	-4
Cn1c(=O)c2[nH]c(C3CCC3)nc2n(C)c1=O	2	-4	nt	-5	6	nt	-6	nt
COc1ccc(S(=O)(=O)/N=C2/C=CC(=O)C(C)=C2C)cc1	-5	12	-1	13	1	-14	6	-14
COc1ccc(CNc2nc3ccccc3n2CCN2CCOCC2)cc1	10	-2	1	1	-6	-1	-5	4
COc1cc(Cc2ccc(N)c(OC)c2)ccc1N	nt	-4	1	-4	2	3	6	-4
C=CCn1c(-c2cccn(Cc3ccc(Cl)cc3)c2=O)n[nH]c1=S	5	9	-2	6	-5	12	-6	5
O=C(NCC1CCCO1)C1CC(c2ccc(Cl)c(Cl)c2)=NO1 (configuration not stated)	-5	-9	-7	-1	1	-2	-5	-4
C[C@@H]1CN(C(=O)c2nc3ccc(Cl)cn3c2CN(C)CCc2cnn(C)c2)C[C@H](C)O1	43	0	-4	-13	11	10	-7	4
COc1cc(C2NC(=S)NC3=C2CCc2ccccc23)cc(OC)c1OC (configuration not stated)	12	4	-4	10	-1	7	13	24
C=C(C)CNC(=S)N/N=C/c1ccccc1OCC(=O)O	-2	-6	-3	4	-2	-2	-1	10
O=C(NCc1ccccc1)c1cc[n+]([O-])cc1	-4	-13	-1	8	0	3	-8	1
Cc1ccc(NC(=O)c2cccc(S(=O)(=O)N(C)c3ccccc3)c2)cc1S(=O)(=O)N1CCOCC1	8	-1	2	-7	-8	-10	6	-14
O=C(NC1=NCCCCC1)c1cccc2ccccc12	3	-5	-2	-4	-2	-2	-11	1

Laid out differently: 5 of the compounds above.
Every second line gives: Gli-Sufu block	CXCR6 block	APJ agonist	CCR6 antagonist	ATG4B inhibitor	UBC13 inh	EBI2 block	APJ antag
- O=c1c(C/C=C/c2ccccc2)c(O)ccn1Cc1cccc(Cl)c1
 : 1	-6	-3	-4	-9	7	-3	-4
- Cn1c(=O)c2[nH]c(C3CCC3)nc2n(C)c1=O
 : 2	-4	nt	-5	6	nt	-6	nt
- COc1ccc(S(=O)(=O)/N=C2/C=CC(=O)C(C)=C2C)cc1
 : -5	12	-1	13	1	-14	6	-14
- COc1ccc(CNc2nc3ccccc3n2CCN2CCOCC2)cc1
 : 10	-2	1	1	-6	-1	-5	4
- COc1cc(Cc2ccc(N)c(OC)c2)ccc1N
 : nt	-4	1	-4	2	3	6	-4

New compounds follow.
SMILES	Gli-Sufu block	CXCR6 block	APJ agonist	CCR6 antagonist	ATG4B inhibitor	UBC13 inh	EBI2 block	APJ antag
O=S(=O)(/N=C(/Nc1ccccn1)c1ccccc1)c1ccc(Cl)cc1	1	-1	2	-9	-5	0	7	25
CC(C)c1ccc(CNC(=O)C(=O)NCC2CCCO2)cc1 (configuration not stated)	-5	3	-1	-2	2	0	-12	12
CN1CCN(S(=O)(=O)c2ccc(Nc3ccc(F)cc3)c([N+](=O)[O-])c2)CC1	-1	5	0	4	-6	-22	-14	-2
CC(C)C(=O)N1C2CCC1CC(O)(c1ccc(F)cc1)C2 (configuration not stated)	3	8	-3	13	-14	-6	-8	3
CCC(Sc1nc2ccccc2s1)C(=O)Nc1cc(C)on1 (configuration not stated)	-3	-5	-1	4	-12	4	3	6
Cc1ccc(NC(=S)NNC(=O)c2ccco2)cc1	-2	15	-5	5	8	6	-13	9
CC(=O)Nc1c(C(=O)N2CCOCC2)sc2nc3c(cc12)COC(C)(C)C3	6	-3	0	-16	1	-6	-8	-1
O=C(COc1ccc2c(-c3ccccc3)cc(=O)oc2c1)Nc1cccnc1	-6	-11	0	7	2	-3	32	18
CCOC(=O)c1c(C)oc2c1c1c(c3ccccc32)OCN(Cc2cccnc2)C1	22	0	nt	-16	-4	nt	-5	nt
CCC(=O)NC(c1cccs1)c1cc(Cl)c2cccnc2c1O (configuration not stated)	47	11	-7	7	1	-43	21	2
CC(NC(=O)c1ccc([N+](=O)[O-])o1)C12CC3CC(CC(C3)C1)C2 (configuration not stated)	-32	-31	4	-23	2	-7	-3	-8
COc1ccc(C(=O)C2CCCN(Cc3cccn3-c3ccccn3)C2)c(C)c1 (configuration not stated)	35	3	2	11	9	12	-2	-18
C/C(=N\OC(=O)c1ccc(F)cc1)c1nccs1	5	13	-2	18	-2	-6	6	-2
O=C(NCCc1ccccc1)C(=O)NCC1CCCO1 (configuration not stated)	-19	-2	-3	-9	3	-6	-11	8
Cc1coc2cc3oc(=O)c(CCC(=O)NCc4ccccn4)c(C)c3cc12	1	0	-2	-3	-3	18	8	6
CCOC(=O)C(C)Sc1nc(N)c(NC(=O)c2ccc(OC)c(OC)c2)c(=O)[nH]1 (configuration not stated)	-1	-2	0	8	-1	-1	-4	10
CC1(NC(=O)Nc2cc([N+](=O)[O-])ccc2O)CCS(=O)(=O)C1 (configuration not stated)	1	20	-5	26	4	-63	4	34
O=C(CCC(=O)N1CCN(S(=O)(=O)c2ccccc2)CC1)c1ccc(Br)cc1	0	1	-1	5	-8	11	7	3
CSc1ncnc2c1ncn2CC(=O)C1CCC2C3CCC4=CC(=O)CCC4(C)C3CCC12C (configuration not stated)	14	-18	nt	-9	-20	nt	-1	nt
O=C(Nc1cccc(NC(=O)c2ccccc2Cl)c1)c1cccs1	3	-6	1	5	6	5	-13	5
Cc1c(C(=O)NCC2CCCO2)oc2ccc(S(=O)(=O)N3CC(C)CC(C)C3)cc12 (configuration not stated)	-15	-2	0	7	-1	5	-2	-31
Cc1nc2c(c(=O)n1CCC(C)C)c1nc3ccccc3nc1n2Cc1ccc2c(c1)OCO2	-28	nt	-4	-4	-9	-6	nt	24
CCOC(=O)/C(C#N)=C1/C=C(C)c2ccccc2N1	-18	5	-2	8	-3	-3	1	-21
CC(C)C(NC(=O)Cc1ccccc1)C(=O)N1CCN(c2cccc(Cl)c2)CC1 (configuration not stated)	10	-10	-1	-1	-4	8	-7	17
CCN(CC)S(=O)(=O)c1ccc(N2CCOCC2)c(NC(=O)c2[nH]c(C)c(C(C)=O)c2C)c1	32	-1	-1	5	-7	10	2	-1
O=C(NCc1ccccc1Cl)c1cnc2ccccc2n1	0	1	-2	14	9	0	13	-5
Cc1c(N=C2C(=O)Nc3ccccc32)c(=O)n(-c2ccccc2)n1C	0	8	0	13	-2	-78	3	-1
CN(c1ccc(C(=O)NC2CCCC2)cc1)S(=O)(=O)c1ccccc1	-5	-3	-4	6	-1	-1	-3	1
COc1cccc(Cl)c1NC(=O)N1CCN(c2ccnc3cc(Cl)ccc23)CC1	31	-2	-3	-3	-15	12	15	12
COc1ccc(OCCNC(=O)CCCO)cc1	41	4	-1	2	7	4	-6	12
C[C@@]12C(=O)N(CC3CCCO3)CC(=O)N1[C@H]1c3ccccc3OC[C@@H]1[C@@H]2c1ccccc1 (some centres not stated)	1	-2	-1	-4	-14	-5	3	17
Cn1cc(/C=N/NC(=O)c2ccccc2O)c2ccccc21	-11	9	-5	9	-2	4	-3	15
C=CCC(CC(O)COCCC)C(=O)NNC(=S)Nc1ccccc1 (configuration not stated)	2	-4	-8	19	-6	-6	-8	14
O=C(NC1CCCCC1)N1CCN(C2CCCCC2)CC1	44	-8	-3	-14	4	3	-5	14
O=C(C1CCN(S(=O)(=O)c2ccccc2)CC1)N1CCc2ccccc21	2	3	1	14	2	-2	8	18
Cc1cccc(NC(=O)c2ccc(COc3ccc4ccccc4c3)o2)n1	-92	-7	0	10	5	4	-5	18
O=C(O)c1ccc(CNCc2cccc(OCc3ccc(F)cc3)c2)cc1	11	6	-2	1	-3	4	2	16

Screening results from PubChem.

Not a hit list. Share with any hit: about 3%.
